# Rv3671c protease – inhibits the M. tuberculosis serine protease Rv3671c; inhibition, % at 5.96 µM; hit rate 0.048% among 320,000; AID 2606; in the data active means inhibition above about 38%;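 further: extracellular domain of Rv3671c used as enzyme; 0% = enzyme with DMSO and 100% = no enzyme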
# Target sequence (P9WHR9 whole entry, looked up, the tested form may be a part): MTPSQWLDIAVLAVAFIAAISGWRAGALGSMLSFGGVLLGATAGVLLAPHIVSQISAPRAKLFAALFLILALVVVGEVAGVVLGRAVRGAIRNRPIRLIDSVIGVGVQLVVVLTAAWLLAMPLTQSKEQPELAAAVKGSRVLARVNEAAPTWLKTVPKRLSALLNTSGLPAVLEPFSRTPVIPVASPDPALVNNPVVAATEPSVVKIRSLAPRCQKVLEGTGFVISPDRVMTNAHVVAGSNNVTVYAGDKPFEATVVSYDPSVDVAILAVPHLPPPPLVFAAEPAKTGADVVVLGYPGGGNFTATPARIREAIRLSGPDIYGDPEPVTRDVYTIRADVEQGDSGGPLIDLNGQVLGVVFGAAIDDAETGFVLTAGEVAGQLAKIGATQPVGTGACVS
# MazF activator – increases E. coli MazEF RNase cleavage of RNA. FAM/BHQ RNA-DNA oligo cleavage fluorescence, 5 h. activation, % at 20 µM. hit rate 0.32% among 350,000; in the data active means activation above about 50%
# Target sequence (P0AE70 whole entry, looked up): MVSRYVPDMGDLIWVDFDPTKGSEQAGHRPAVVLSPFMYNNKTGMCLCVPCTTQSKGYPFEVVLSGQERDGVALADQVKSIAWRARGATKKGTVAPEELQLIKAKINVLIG
# PrPC surface inh – cell surface PrPC inhibition, primary TR-FRET screen; TR-FRET read-out; inhibition, % at 13.8 µM; hit rate 0.43% among 370,000; in the data active means inhibition above about 24%; further: 0% = median of the test wells and 100% = reference compound wells
# SARS 3CLpro inh – SARS-CoV 3CLpro protease inhibition; P0C6X7; recombinant SARS-CoV 3CLpro, quenched FRET peptide cleavage; inhibition, % at 6 µM; hit rate 0.14% among 290,000; AID 1706; in the data active means inhibition above about 12%
# Y pestis TopoI – Y. pestis Topo-I inhibition via cleavage products; activity, % at 10 µM; Y. pestis Topo-I cleavage product accumulation, plate reader; AID 504884; hit rate 0.064% among 360,000; in the data active means activity above about 50%, passing the limit was not always enough; inconclusive means no clear call, values can overlap the other calls; further: inactives centre near 2
# PriA SSB inh – inhibitors of Klebsiella pneumoniae PriA binding to SSB C-terminal tail | AlphaScreen SSBct-PriA binding, biotinylated peptide | inhibition, % at 33 µM | hit rate 0.6% among 430,000 | AID 1272365; in the data active means inhibition mostly above about 37%, no sharp cut-off; inactive means mostly below about 20%;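 further: plate controls were negative control peptide for no effect and reference peptide for full effect; strong numbers were not always called active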
# CCHF vOTU inh – CCHFV vOTU protease inhibition; hit rate 0.55% among 370,000; AID 651958; Pep-AMC fluorescence; inhibition, % at 11.5 µM; in the data active means inhibition above about 30%; further: 0% = vehicle wells with enzyme and 100% = no enzyme wells
# DUSP3 inh – blocks human VHR1 dual specificity phosphatase; recombinant VHR phosphatase, pNPP absorbance; inhibition, % at 13.3 µM; hit rate 0.52% among 290,000; in the data active means inhibition above about 50%; further: some compounds called inactive have numbers as strong as hits
# Target sequence (P51452 whole entry, looked up): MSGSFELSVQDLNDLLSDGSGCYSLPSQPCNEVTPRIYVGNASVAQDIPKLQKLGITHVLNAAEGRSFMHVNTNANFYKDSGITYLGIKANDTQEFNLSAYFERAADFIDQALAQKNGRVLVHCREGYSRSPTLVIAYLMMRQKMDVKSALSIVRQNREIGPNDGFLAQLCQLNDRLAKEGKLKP
# BH1578 lux ind – inducers of Vibrio cholerae quorum light production without autoinducers | V. cholerae BH1578 lux reporter, luminescence, 6 h | activation, % at 18.7 µM | hit rate 0.16% among 350,000 | AID 588436; in the data active means activation mostly above about 9.7%, no sharp cut-off; inconclusive means no clear call, values can overlap the other calls; inactive means mostly below about 3.7%; further: not every result past the cut was called active; inactives centre near 0; reference of the scale not given here
# TcdB GH inh – TcdB glycohydrolase inhibition | P18177 | TcdB glycohydrolase enzymatic assay, plate reader | inhibition, % at 9.99 µM | hit rate 0.24% among 350,000 | AID 652162; in the data active means inhibition above about 10%
# Starred values were filed as active, the others as inactive; i = inactive; ? = inconclusive; . = no result given; & = joins results of further samples. The list is partial; rates above refer to the full screens.
SMILES,Rv3671c protease,MazF activator,PrPC surface inh,SARS 3CLpro inh,Y pestis TopoI,PriA SSB inh,CCHF vOTU inh,DUSP3 inh,BH1578 lux ind,TcdB GH inh
COc1ccc(-c2cc(=O)oc3cc(OCC(=O)N4C[C@H]5C[C@@H](C4)c4cccc(=O)n4C5)ccc23)cc1,0,-4,-14,3,16,.,-4,4,-0.4,-4.7
O=C(CCCCn1c(=O)c2ccccc2n(Cc2ccc(Cl)cc2)c1=O)NCc1ccco1,-1,3,10,5,7,-8,11,-12,i,.
O=c1c2cnn(-c3ccccc3)c2ncn1CCc1ccccc1,-9,-7,-5,4,-2,-13,-8,39,0.2,0.4
O=C(NC(Cc1ccccc1)C(=O)NCc1ccccn1)c1ccco1 (stereo unspecified),1,5,6,0,7,-5,1,13,i,.
O=C(COC(=O)c1cccc(O)c1)Nc1nnc(-c2ccccc2)o1,4,4,-4,.,2,43*,-6,.,-5.6,1.4
O=C(O)c1ccccc1C(=O)Nc1ccc(-n2nc(C(F)(F)F)cc2C(F)(F)F)cc1,9,-25,-8,1,-6,-2,-2,-2,-0.4,-0.5
O=C(c1ccc(COc2ccc3ccccc3c2)o1)N1N=C(C(F)F)CC1(O)C(F)F (stereo unspecified),-18,8,.,0,-11,-5,.,-28,1.3,0.1
COc1ccc(-c2ccc(-c3noc(-c4ccccc4C)n3)c(OC)n2)cc1,-14,-23,-4,-1,4,-24,-11,4,i,.
CCC(=O)Nc1nc2nc(-c3ccccc3)cc(-c3ccccc3)n2n1,1,20,1,1,2,-8,-9,10,i,.
Cc1ccc(CCNC(=O)CCNS(=O)(=O)c2ccc3c(c2)c(=O)n(C)c(=O)n3C)cc1,-4,2,-1,6,3,-21,-13,18,-0.3,.
CC1(C)CC(=O)N(c2cccc(C(F)(F)F)c2)C(=O)C1,-1,-11,-4,-3,3,-2,-13,9,i,2.6
CCOc1ccc(NC(=S)N2CCCC2)cc1,.,8,1,-3,6,-4,8,4,-0.4,2.0
COc1ccc(Br)cc1-c1nc(C)c(C(C)=O)n1O,-16,19,-3,5,-6,4,4,0,0.3,.
Nc1nc(NCCc2ccccc2)nc(NCCO)c1[N+](=O)[O-],-7,1,-12,1,2,-1,-5,-10,-0.6,-1.7
Cc1ccc(CNC(=O)CN(C(=O)C2(C)CC(=O)N=C3C=CC=CN32)c2ccc(F)cc2)cc1 (stereo unspecified),-9,6,-2,-2,2,9,-66,21,-0.2,0.9
COc1ccc(CCN2CC(C(=O)OC(C)C(=O)Nc3cccc(Cl)c3)CC2=O)cc1OC (stereo unspecified),2,4,0,.,4,-2,-10,.,i,-0.3
CC(=O)NC(CSc1cc(C)nc2ccc(Br)cc12)C(=O)O (stereo unspecified),5,3,32*,-2,4,1,-9,2,0.1,0.9
O=c1c2ccccc2nc(/C=C/c2ccc([N+](=O)[O-])o2)n1CCCO,2,2,24,-3,-9,-13,11,22,.,.
Cc1oc2c(C)c3oc(=O)c(CCC(=O)N[C@@H](CC(C)C)C(=O)O)c(C)c3cc2c1C,-5,-6,6,3,20,4,-19,16,-0.9,-1.2
CCN(CC)c1cc(-c2ccccc2)ncn1,0,0,0,3,-7,-7,9,-10,i,.
NS(=O)(=O)c1cc(C(=O)NCC2CCCCC2)ccc1Cl,0,8,-5,0,-6,-9,0,7,0.2,0.3
CC(C)c1ccc(S(=O)(=O)N2CCN(C(=O)C3CCCCC3)CC2)cc1,-5,5,6,4,29,-8,3,-10,-3.9,1.0
CCn1nccc1C(=O)NC1=C(C#N)CCC1,2,1,10,-4,-7,3,-13,19,-6.5,.
COCCOC(=O)C1=C(N)OC2=C(C(=O)CC(C)(C)C2)C1c1ccncc1 (stereo unspecified),2,-23,19,-1,-2,3,-3,30,-0.6,0.9
O=S(=O)(c1cccc2cccnc12)N1CCOCC1,2,10,-5,-2,-2,-5,0,-8,i,.
COc1ccc([N+](=O)[O-])c(S(=O)(=O)c2ccccc2)n1,7,-1,52*,0,-6,-13,2,9,i,-8.0
O=C(Nc1ccc(N2CCOCC2)cc1)Nc1ccc2nc(-c3ccco3)c(-c3ccco3)nc2c1,5,0,-15,-5,0,49,-3,4,-2.2,.
Cc1ccc(OCC(=O)c2cc(C)n(C)c2C)c([N+](=O)[O-])n1,0,1,-5,-3,-4,7,1,-10,-3.8,0.0
CC(=O)c1ccc(NC(=O)Cn2cnc(S(=O)(=O)N3CCC(C)CC3)c2)cc1,-4,-57,0,-1,?,-3,9,6,i,1.6
N#Cc1ccccc1Sc1ccccc1C(=O)NCC(c1ccco1)N1CCCCC1 (stereo unspecified),3,34,-6,.,0,-6,2,.,i,0.4
CCC(C)N(C(=O)COC(=O)C1CCN(S(=O)(=O)c2ccc(C)c(C)c2)CC1)C1CCS(=O)(=O)C1 (stereo unspecified),4,1,2,.,31,-2,-5,.,-2.9,3.2
Cc1ccc(C)c(NC(=O)c2cc(-c3ccccc3O)n[nH]2)c1,.,6,-3,0,0,2,8,2,-0.8,0.6
Cc1ccc2cc(C3CC(c4cccs4)=NN3S(C)(=O)=O)c(Cl)nc2c1 (stereo unspecified),1,-3,2,3,5,-3,-5,-1,-0.2,-0.2
COc1ccc(NC(=O)CN(C)C(=O)c2cccc(S(=O)(=O)Nc3ccc(F)cc3)c2)cc1,5,3,-4,.,6,-13,2,.,0.6,-0.5
Cc1nn2c(-c3ccc(S(=O)(=O)N4CCN(CCO)CC4)o3)nnc2c2ccccc12,3,16,8,-6,17,-4,18,13,-0.4,0.9
O=C(CSc1nc(C2CC2)nc2ccccc12)Nc1ccc2c(c1)OCCO2,9,5,5,-2,6,-6,-5,17,i,1.4
O=C(c1ccccc1)N(Cc1nc2ccccc2c(=O)[nH]1)C1CCCC1,10,6,0,0,19,1,6,30,-0.5,-0.1
COc1ccc(/C=C2\SC(=O)N(CCNC(=O)Cn3cnnn3)C2=O)cc1,-4,-7,.,3,0,5,.,19,0.5,0.4
COc1ccc(C2CC(c3cccc(Cl)c3)=NN2c2ccc(S(N)(=O)=O)cc2)cc1 (stereo unspecified),.,-3,-3,.,22,-39,-99,.,i,0.0
CNC(=S)NC12CC3CC(CC(C3)C1)C2,7,4,0,4,4,-9,-1,29,i,1.0
Nc1nnnn1/N=C/c1cccc(O)c1,2,4,-4,-8,-2,.,9,6,-0.2,.
Cc1c(Cl)cccc1NC(=O)CNC(=O)C1CC(=O)N(C2CCCC2)C1 (stereo unspecified),0,7,-2,.,8,-3,25,.,1.3,0.9
COC(=O)C[C@H]1C[C@H]2c3cc(NC(=O)C4CCC4)ccc3O[C@H]2[C@H](CO)O1,.,8,0,.,4,.,10,.,-0.3,0.1&-0.6
O=C(O)c1cccc(-c2nnn(Cc3ccccc3Cl)n2)c1,4,-4,1,1,1,-14,4,45,-0.4,.
Cc1ccc(C)c(NC(=O)CN(C)C(=O)c2ccc3[nH]c4c(c3c2)CC(C)CC4)c1 (stereo unspecified),-5,-6,3,.,-6,-3,6,.,-0.1,-0.4
CCCCOc1ccc(/C=C/C(=O)NC2=Nc3ccccc3NC(C)=C2C(=O)OCC)cc1OC,-10,-34,-1,-4,18,6,0,15,-0.3,-1.6
CCCOC(=O)c1ccc(-[n+]2c(-c3ccccc3)cc(-c3ccccc3)cc2-c2ccccc2)cc1,0,25,4,.,20,-16,6,.,-10,0.2
Cc1cc(C(=O)Nc2ccc(Cl)cc2)c(C)n1-c1ccccc1,4,6,11,6,5,-6,-6,32,-0.4,1.0
C=CCn1c(COc2ccc(OC)cc2)nnc1SCn1nnc2ccccc2c1=O,-5,4,-3,-2,21,-10,9,8,-0.2,1.4
Cc1ccc(Cn2ncc3c(N4CCN(Cc5ccc(Cl)cc5)CC4)ncnc32)cc1,-9,-4,5,1,?,-3,5,25,-0.2,.

# Other results follow:
SMILES,Rv3671c protease,MazF activator,PrPC surface inh,SARS 3CLpro inh,Y pestis TopoI,PriA SSB inh,CCHF vOTU inh,DUSP3 inh,BH1578 lux ind,TcdB GH inh
COCCCN1CN(Cc2ccccc2)CNC1=S,5,-1,-6,7,0,-14,-2,4,-0.4,0.4
COC(=O)c1ccc(NC(=O)CCN2C(=O)NC(C)(C)C2=O)cc1,-3,4,1,.,0,12,1,.,-0.7,0.3
Cc1cnc(C)c(N2CCN(C(=O)C3CCC(=O)N(CCc4cccc(F)c4)C3)CC2)n1 (stereo unspecified),0,-1,-5,-1,20,-1,9,9,-1.5,-0.5
CCNc1nc(NCC)n2c(SCC(=O)NC34CC5CC(CC(C5)C3)C4)nnc2n1,0,-9,2,2,17,-6,-3,-7,i,.
Cc1ccccc1C(=O)NC1CCN(Cc2nnnn2C2CCCC2)CC1,-8,-4,1,-7,-3,2,9,18,.,.
c1ccc(C2NCCNC2c2ccccc2)cc1 (stereo unspecified),.,2,2,.,0,1,-4,.,i,0.7
CSc1nsc(SCC(=O)Nc2ccc(Cl)c(C(=O)O)c2)n1,1,4,5,-1,2,-6,9,-11,-0.8,-0.2
O=C(O)/C=C/c1cccc(NC(=O)c2ccccc2)c1,-2,-7,7,-5,-2,-2,1,17,0.5,2.7
Cc1sc(-c2ccncc2)nc1OC(=O)c1ccc(Cl)cc1,17,17,1,-2,-3,-22,-2,18,.,.
Cc1noc(C)c1CSCC(=O)N(C)CC(=O)Nc1ccc(Cl)c(C(F)(F)F)c1,5,-4,5,.,-6,0,7,.,-1.1,-0.4

# Gathered by group, the entries above with bromine.
SMILES,Rv3671c protease,MazF activator,PrPC surface inh,SARS 3CLpro inh,Y pestis TopoI,PriA SSB inh,CCHF vOTU inh,DUSP3 inh,BH1578 lux ind,TcdB GH inh
COc1ccc(Br)cc1-c1nc(C)c(C(C)=O)n1O,-16,19,-3,5,-6,4,4,0,0.3,.
CC(=O)NC(CSc1cc(C)nc2ccc(Br)cc12)C(=O)O (stereo unspecified),5,3,32*,-2,4,1,-9,2,0.1,0.9

# Later entries:
SMILES,Rv3671c protease,MazF activator,PrPC surface inh,SARS 3CLpro inh,Y pestis TopoI,PriA SSB inh,CCHF vOTU inh,DUSP3 inh,BH1578 lux ind,TcdB GH inh
COc1ccc(OC)c(S(=O)(=O)Nc2ccc(-c3ccc4nnc(C)n4n3)cc2)c1,1,5,-14,.,-9,4&0,-4,.,i,-0.8
O=C(Nc1ccc(Br)cc1F)c1sccc1-n1cccc1,5,15,-4,-2,3,-1,4,7,i,.
Cc1cc(OCC(=O)OCC(=O)N(C)C2CCS(=O)(=O)C2)ccc1Cl (stereo unspecified),.,6,-5,.,2,-9,4,.,i,1.4
Nc1nc(N)c(N=Nc2ccc(Cl)cc2)c(=O)[nH]1,9,-5,-5,4,-2,-1,0,9,-2.3,0.0
CCn1c(SCc2ccc(C)cc2)nnc1C1CCN(S(=O)(=O)c2ccc(OC)cc2)CC1,-2,2,6,-7,7,2,0,33,.,.
CCOC(=O)C1CCN(C(=O)c2cccc(S(=O)(=O)N3CCCc4ccccc43)c2)CC1,.,-18,7,.,26,-8,-8,.,i,1.5
CC(=NCC1CCCO1)c1c(O)n(-c2ccccc2C)c(=O)[nH]c1=O (stereo unspecified),10,10,-2,2,6,-13,-7,4,-0.7,0.6
O=C(CCCn1c(=S)[nH]c2ccsc2c1=O)NCc1ccco1,1,-1,-3,4,5,-4,-4,49,1.8,.
COc1cccc(-c2nn(C)c3sc(C(=O)NCc4ccco4)cc23)c1,-38,-18,7,-4,0,-2,6,4,i,.
O=C(NCCc1ccccc1)C1CCCN1C(=O)Nc1ccc(F)cc1 (stereo unspecified),-4,2,-6,0,3,-12,-30,15,0.3,.
CCn1ccnc1CNC(=O)CC1C(=O)NCCN1Cc1ccc(OC)cc1OC (stereo unspecified),-5,-5,-4,-3,2,-7,13,25,-0.8,0.8
c1ccc(N2CCN(CC3CCCCC3)CC2)cc1,.,0,-3,-3,-7,-12,3,-3,0.2,0.2

# Source: PubChem (several laboratories)
